# 5HT1E antag: antagonists of human 5-HT1E serotonin receptor; P28566; CHO 5-HT1E Ga15 NFAT-bla reporter, FRET, antagonist; 0.99% of 65,000 active; inhibition, % at 6 µM; AID 571;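 active means inhibition above a set limit, the mean inhibition across every tested compound plus 3 SD, cut at about 29% in these data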;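 further: signal is the 460 over 535 nm emission ratio of beta-lactamase substrate; 0% = agonist plus DMSO wells and 100% = wells without agonist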
# Target sequence (P28566 whole entry, looked up): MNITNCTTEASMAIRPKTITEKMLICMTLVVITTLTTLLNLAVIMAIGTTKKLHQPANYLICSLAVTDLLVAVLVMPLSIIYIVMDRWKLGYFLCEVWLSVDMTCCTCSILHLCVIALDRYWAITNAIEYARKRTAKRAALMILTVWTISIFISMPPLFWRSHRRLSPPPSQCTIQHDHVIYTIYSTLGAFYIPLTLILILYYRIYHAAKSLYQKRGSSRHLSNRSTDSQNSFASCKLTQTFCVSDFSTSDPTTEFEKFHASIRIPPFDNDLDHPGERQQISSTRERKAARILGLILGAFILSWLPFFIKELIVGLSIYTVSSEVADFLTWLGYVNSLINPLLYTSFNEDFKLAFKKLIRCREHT
# 5HT1a antag: 5-HT1a (human) receptor antagonism; 0.68% of 62,000 active; P08908; inhibition, % at 10 µM; CHO 5-HT1a Ga15 NFAT-bla reporter, antagonist mode;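 active means inhibition above the mean of all tested compounds plus 3 SD, cut at about 43% in these data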;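 further: receptor stimulated by 5-CT agonist at 100 nM near EC80; beta-lactamase reporter measured by ratiometric fluorescence of a cleavable substrate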
# NADH enzymes: blocks coupling enzymes of NAD/NADH assays; coupled PK/LDH NADH assays, four targets; IC50, µM (series often up to 10 µM), for inactives: at the top dose inhibition; 0.02% of 65,000 active; AID 774;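 active means single-dose screening hits from any of four coupled enzyme assays that gave an IC50 when retested across doses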;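 further: the DPM-DC format reads NADH fluorescence rather than 340 nm absorbance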
# RORA act: activates the human nuclear receptor RORA | 1.5% of 65,000 active | P35398 | AID 560 | activation, % at 10 µM | CHO-K1 Gal4-RORA LBD luciferase reporter, luminescence; percent increase over mock-subtracted basal signal;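 active means activation above the mean of all tested compounds plus 3 SD, cut at about 49% in these data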;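 further: 0% = DMSO-treated RORA cells and 100% = added signal equal to DMSO minus mock-transfected cells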
# Target sequence (P35398 whole entry, looked up, the tested form may be a part): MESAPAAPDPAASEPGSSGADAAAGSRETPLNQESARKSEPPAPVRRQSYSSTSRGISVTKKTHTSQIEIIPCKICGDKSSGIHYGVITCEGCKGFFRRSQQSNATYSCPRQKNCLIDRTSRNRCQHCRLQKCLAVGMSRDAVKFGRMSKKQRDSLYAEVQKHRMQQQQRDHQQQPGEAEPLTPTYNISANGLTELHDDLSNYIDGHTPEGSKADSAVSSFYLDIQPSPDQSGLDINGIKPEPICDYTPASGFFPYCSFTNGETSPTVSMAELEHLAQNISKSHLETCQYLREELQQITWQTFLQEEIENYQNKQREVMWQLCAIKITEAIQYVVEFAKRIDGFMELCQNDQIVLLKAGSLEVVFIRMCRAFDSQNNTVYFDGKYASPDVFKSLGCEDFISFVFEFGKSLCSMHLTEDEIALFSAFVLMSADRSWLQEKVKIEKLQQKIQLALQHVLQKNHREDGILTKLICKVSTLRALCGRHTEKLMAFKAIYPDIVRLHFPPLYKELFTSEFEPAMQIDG
# SF-1 act: activates the human nuclear receptor SF-1. Q13285. CHO-K1 Gal4-SF-1 LBD luciferase reporter; % increase over DMSO SF-1-specific signal. activation, % at 10 µM. 1.9% of 65,000 active. AID 522;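 active means activation above the mean activation of all tested compounds plus 3 SD, cut at about 50% in these data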
#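 Material: Gal4–SF-1 LBD one-hybrid luciferase reporter in CHO-K1 cells | Amount: 4,000 cells per well | Compound dosing: 10 µM single point, 1% DMSO | Schedule: 20 h compound treatment, 37 °C | Measured by: SteadyLite luciferase luminescence | Evaluation: Percent activation versus DMSO | Control set: DMSO-treated SF-1-transfected cells as negative, DMSO-treated mock-transfected cells lacking SF-1 as background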
# MMP13 inh: blocks human MMP13 activity | P45452 | inhibition, % at 4 µM | AID 570 | 0.07% of 65,000 active | MMP-13 fTHP FRET cleavage, Mca fluorescence;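 active means inhibition above the mean of compound-free control plate wells plus 3 SD, cut at about 14% in these data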;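 further: 0% = DMSO wells and 100% = wells with reference MMP-13 inhibitor after basal subtraction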
# tolC growth inh: growth inhibitors of E. coli BW25113 tolC mutant; OD615; growth inhibition, % at 10 µM (by protocol); 2.2% of 65,000 active; AID 573;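 active means growth inhibition at or above a cutoff equal to the mean over every tested compound plus 3 SD, cut at about 60% in these data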;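 further: growth measured after 20 h incubation at 37 °C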
#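 Signal: optical density read at 615 nm; Assay system: E. coli ΔtolC::kan strain BW25113; Times: 20 h incubation with compound, 37 °C; Dosing: 10 µM final, single dose.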
# HTR1A agonist: activates the human 5-HT1a serotonin receptor | activation, % at 10 µM | AID 567 | P08908 | CHO 5-HT1a Ga15 NFAT-bla reporter, FRET ratio; 0% basal, 100% maximal reference agonist | 0.56% of 65,000 active;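 active means activation above the screen-wide mean activation plus 3 SD, cut at about 19% in these data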;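 further: 0% = DMSO wells and 100% = 5-CT at EC100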
# HTR1E agonist: agonists of human 5-HT1E serotonin receptor; AID 574; 0.69% of 65,000 active; CHO 5-HT1E Ga15 NFAT-bla reporter, FRET; 0% DMSO wells, 100% control agonist wells; P28566; activation, % at 6 µM;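 active means activation above a set limit, the screen-wide mean activation plus 3 SD, cut at about 8.5% in these data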;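 further: 100% = positive control agonist at 1 µM giving full maximal response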
# The depositor's hits bear a star; i = inactive; nt = no result given; [ ] = remark or other dose.
molecule	5HT1E antag	5HT1a antag	NADH enzymes	RORA act	SF-1 act	MMP13 inh	tolC growth inh	HTR1A agonist	HTR1E agonist
Cc1ccc(NC(=O)C2(N(C(=O)Cn3nnnc3N)c3ccc(C)cc3)CCCCC2)cc1	-16	7	4%	34	-9	3	27	-0.4	0.6
CCOc1ccc2nc(NCCNS(=O)(=O)c3ccccc3)c(C#N)cc2c1	9	-6	3%[fluoresces]	-5	9	-60[fluorescence artefact?]	0	6.1	1.6
CC(C)Cn1c(=O)c(C(=O)Nc2ccccc2S(N)(=O)=O)c(O)c2ccccc21	-3	-26	2%	-4	17	-7	100*	-2.0	0.4
CCSc1ncc(Cl)c(C(=O)Nc2ccc(S(=O)(=O)Nc3onc(C)c3C)cc2)n1	-4	-3	7%	2	3	6	30	1.0	0.5
COC(=O)c1cccc(C(=O)Nc2ccc(C)cc2)n1	-1	18	0%	23	50*	4	44	-2.0	-0.3
CCOC(=O)c1oc2ccccc2c1NC(=O)c1ccc(S(=O)(=O)N(C)C)cc1	27	18	8%	-13	-6	-8	-5	-0.5	-0.1
CCN(CC)S(=O)(=O)c1cc(C(=O)Nc2ccncc2)ccc1Cl	15	6	3%	-24	-21	-2	3	-4.0	-1.8
Cc1[nH]c2ccc(-c3nnc(SCC(=O)c4ccc(F)cc4)o3)cc2c1C	-3	-1	6%	-9	-14	1	-12	-2.4	0.6
Cc1ccc(NC(=O)CSc2nnc(-c3cnccn3)n2Cc2ccco2)cc1C	0	-3	4%	-21	-24	0	-10	0.6	2.4
COc1cccc(-c2nc(-c3ccc(NC(=O)c4cccnc4)cc3)no2)c1	6	-2	4%	51*	55*	2	-9	-3.9	0.0
Cc1ccc(NC(=O)CCNS(=O)(=O)c2ccc3c(c2)oc(=O)n3C)cc1C	0	-1	2%	5	20	5	7	-3.6	0.3
COC(=O)c1ccc(C)c(NS(=O)(=O)c2ccc3c(c2)OCCO3)c1	60*	33	4%	40	16	-3	-1	-1.5	-1.1

# The list goes on:
molecule	5HT1E antag	5HT1a antag	NADH enzymes	RORA act	SF-1 act	MMP13 inh	tolC growth inh	HTR1A agonist	HTR1E agonist
Cc1ccc2c(c1)cc(CN(Cc1cccs1)C(=O)c1ccco1)c1nnnn12	16	3	8%	-3	-9	3	13	3.2	-0.1
COC(=O)CSc1nnnn1-c1cccc2ccccc12	10	15	3%	6	-2	-1	2	-1.8	0.0
COc1ccccc1C(=O)Oc1ccc(N2C(=O)CCC2=O)cc1	7	-4	0%	-22	9	4	-16	-0.2	-0.5
O=C(O)C1CC(=O)N(Cc2ccc(F)cc2)C1 (centres undefined)	3	4	4%	-16	2	6	-12	-3.3	-1.4
COc1ccc(CN2C(=O)CCC2(C)C(=O)NCc2cccnc2)c(OC)c1 (centres undefined)	-1	-13	8%	-17	-16	1	-19	2.0	0.1
O=C(O)CCc1ccc(-c2ccc(F)cc2)n1Cc1ccco1	-8	9	6%	-24	8	0	35	-0.3	-1.2
CCOc1ccccc1-n1nnnc1SCc1nc2ccccc2s1	14	14	1%	21	42	3	44	-1.9	-0.3
Nc1c(S(=O)(=O)c2ccccc2)c2nc3ccccc3nc2n1Cc1ccco1	5	8	8%[fluoresces]	-11	-21	-260[fluorescence artefact?]	28	1.3	3.8
Cc1c(C(=O)N2CCCc3ccccc32)oc2ccc(S(=O)(=O)N3CCOCC3)cc12	22	18	5%	27	25	0	3	-1.4	-1.6
N#C/C(=C(/O)CSc1nnc(Cc2cccs2)n1C1CCCCC1)c1nc2ccccc2[nH]1	-21	2	4%	2	4	0	26	1.9	0.4
COc1cccc(CC(NC(C)=O)C(=O)NC2CCN(c3nc(C)cc(C)c3C#N)CC2)c1 (centres undefined)	-3	1	5%	0	10	4	-1	1.7	0.4
CCOCCCn1cnc2c(c1=O)c1nc3ccccc3nc1n2-c1ccc(C)cc1	3	-6	9%	7	-17	0	-7	2.0	-0.3

# The listing continues.
molecule	5HT1E antag	5HT1a antag	NADH enzymes	RORA act	SF-1 act	MMP13 inh	tolC growth inh	HTR1A agonist	HTR1E agonist
CN(C)S(=O)(=O)c1ccc(C(=O)NCc2ccccc2)cc1	1	-6	5%	12	-3	3	9	1.6	0.0
CCOC(=O)N1CCN(S(=O)(=O)c2c(C)[nH]c(=O)[nH]c2=O)CC1	-11	2	5%	-2	4	-21	-21	-5.4	-0.6
NC(=O)c1ccc(Br)c(S(=O)(=O)N2CCCCC2)c1	-12	-8	3%	-28	-10	-2	-1	0.1	1.3
CCn1c(SCC(=O)O)nnc1C1CCCCC1	-3	-17	15%	-4	14	0	-14	-1.0	-1.7
C=CCN(CC=C)c1nc2ccccc2nc1C(C#N)C(=O)OCCOC (centres undefined)	12	4	10%	25	-27	-101[fluorescence artefact?]	32	0.6	-0.1
CC(=O)c1cccc(NC(=O)CN(c2ccc(C)cc2)S(=O)(=O)c2cccc3nonc23)c1	-6	-11	4%	15	-9	1	16	4.8	0.0
COc1cc(-c2csc(C)n2)ccc1O	11	2	5%	-5	12	3	-12	-0.6	-0.5
O=C(CN1CCCc2ccccc21)NCc1ccc2c(c1)OCO2	5	34	12%	-11	14	3	8	-5.3	0.7
CC(C)NC(=O)Cn1c(SCC(=O)N2CCCc3ccccc32)nc2ccccc21	-2	7	6%	-11	-2	3	-2	-2.7	-0.7
CC(=O)N(Cc1cccnc1)Cc1cc2ccc(C)cc2[nH]c1=O	10	1	9%	-20	-1	-10	-19	-1.0	-1.1
C=CCn1c(N)c(C(=O)N2CCOCC2)sc1=S	-2	-11	1%	-10	-10	-5	-2	1.8	0.0
COC(=O)c1cnn2c3c(c(C)nc12)CCCC3	1	-3	14%[fluoresces]	10	28	-114[fluorescence artefact?]	-7	-0.7	-0.2

# Following part
molecule	5HT1E antag	5HT1a antag	NADH enzymes	RORA act	SF-1 act	MMP13 inh	tolC growth inh	HTR1A agonist	HTR1E agonist
Cc1ccc(Cn2c(N3CCCCCC3)nc3c2c(=O)[nH]c(=O)n3C)cc1	4	-3	8%	-3	-1	-6	16	0.1	0.5
CNC(=O)c1cc2c(=O)n3cc(C)ccc3nc2n(C(C)C)c1=N	-6	-18	7%[fluoresces]	11	-3	i[fluorescence artefact?]	-6	9.1	1.4
COCCN(CCOC)C(=O)c1c[nH]c2ccc(S(=O)(=O)N(C)c3ccc(F)cc3)cc2c1=O	-9	13	10%	-10	8	-1	-3	0.0	0.7
O=C(CNC(=O)c1ccco1)OC(C(=O)c1ccccc1)c1ccccc1 (centres undefined)	4	13	4%	4	25	-2	-5	-0.2	0.0
CCOC(=O)c1cc(C)n(-c2c(C)n(C)n(-c3ccccc3)c2=O)c1C	5	-3	4%	-1	-10	-1	-24	-0.5	0.0
OCCn1c(CSc2nc3ccccc3n2CCO)nc2ccccc21	9	20	7%	-2	-3	-2	-14	-1.7	-0.1
O=C(NC1CCCCC1)C(c1ccc(F)cc1)N(Cc1ccco1)C(=O)Cn1nnc2ccccc21 (centres undefined)	5	38	3%	-2	0	-1	-15	0.2	-1.1
O=C(Oc1ccc2ccccc2c1Cl)N1CCCC1	0	-4	4%	32	43	-1	61*	0.7	0.6
Cc1noc(NS(=O)(=O)c2ccc(NC(=O)COc3ccc(Cl)cc3Cl)cc2)c1C	1	-16	3%	-22	-13	6	63*	3.0	1.6
Cn1c(=O)oc2cc(S(=O)(=O)N3CCN(C(=O)c4ccco4)CC3)ccc21	9	22	7%	-9	0	-3	-27	-2.4	-0.6
O=C(CN(C1CCCCC1)S(=O)(=O)c1ccc(Cl)cc1)NCCCO	0	3	1%	-16	2	-2	-4	1.5	0.3
N#Cc1c(N)nc(-c2ccccc2)nc1-c1ccccc1	30*	23	6%	-3	-8	0	-11	-0.9	-0.3

# (list continues)
molecule	5HT1E antag	5HT1a antag	NADH enzymes	RORA act	SF-1 act	MMP13 inh	tolC growth inh	HTR1A agonist	HTR1E agonist
COc1ccc(S(=O)(=O)NC(CC(=O)NC2CCCC2)c2ccco2)cc1 (centres undefined)	3	9	2%	-6	12	-1	12	-3.6	0.0
CCOC(=O)c1c(C)[nH]c(C)c1C(=O)CSc1nnnn1-c1ccccc1	-10	-11	0%	-25	-14	3	4	-0.1	-1.0
O=C(OCCCCN1C(=O)c2ccccc2C1=O)c1n[nH]c2ccccc12	-4	-13	2%	11	-4	-3	34	-2.6	0.9
CCCOc1ccc(/C(O)=C2/C(=O)C(=O)N(CCN(C)C)C2c2ccncc2)cc1 (centres undefined)	0	nt	9%	-16	-7	-2	3	1.1	-0.5
Cc1cccn2cc(CCNC(=O)c3ccc(Br)o3)nc12	14	6	3%	-1	1	-2	1	-0.8	-0.7
CCCCOc1ccc(/C=c2\sc3ncnn3c2=O)cc1	-8	-7	7%	17	-14	5	-6	0.2	2.3
C=CCn1cnc2c(c1=O)c1nc3ccccc3nc1n2/N=C/c1cccc(OC)c1	-5	-27	6%	-20	-7	-6	32	2.2	1.0
C=CCc1cccc(CNc2nc3ccccc3n2CCN2CCOCC2)c1O	1	24	3%	5	-2	1	3	-2.2	-0.1
C=CCn1c(-c2ccc(OC)c(OC)c2)cs/c1=N\c1ccccn1	5	1	7%	4	6	-3	13	-2.5	-1.0
COc1ccccc1CC(=O)NCc1ccc2c(c1)OCO2	7	4	2%	-6	5	-4	6	-2.3	-1.5
COc1ccc(NC(=O)CSc2nnc(Cc3cccn3C)n2-c2ccc(OC)cc2)cc1	-8	-4	4%	-15	6	-2	18	-2.2	0.4
COc1ccccc1-n1cnc2cc(C(=O)NCC3CCCO3)ccc21 (centres undefined)	3	11	6%	-2	-13	-2	-11	-1.1	0.0

# (next part)
molecule	5HT1E antag	5HT1a antag	NADH enzymes	RORA act	SF-1 act	MMP13 inh	tolC growth inh	HTR1A agonist	HTR1E agonist
CCOc1ccccc1C1CC(c2ccc(F)cc2)Nc2nc(N)nn21 (centres undefined)	-4	2	5%	6	-6	3	19	-1.2	0.1
COc1ccc(-c2cn3c(C)c(C(=O)NC(C)C)sc3n2)cc1	1	-3	7%	25	25	2	-2	1.1	-0.1
N#CC1=C(N)SC(N)=C(C#N)C1CCC1CCCCC1	2	-4	10%	16	-11	4	99*	-3.3	1.0
Cc1cccnc1NC(=O)c1c(O)c2cccc3c2n(c1=O)CCC3	9	4	7%	-29	-33	-6	70*	-0.1	-0.5
O=C(NCCN1CCOCC1)c1cc(-c2cccs2)on1	-3	-7	7%	68*	35	-4	-34	-3.5	-0.2
COc1ccc(OC)c(NC(=O)C(CC(C)C)NC(=O)C2CCCCC2)c1 (centres undefined)	10	21	3%	-9	-4	5	8	1.5	0.2
COc1cccc(-n2c(SCC(=O)N3CCCC3)nc3c([nH]c4ccccc43)c2=O)c1	0	1	3%	4	-2	3	-4	-0.4	0.5
O=C(Nc1ccccn1)C12CC3CC(C1)CC(C(=O)Nc1ccccn1)(C3)C2	-12	-10	5%	-5	-10	4	6	0.3	0.1
CCOC(=O)CNC(=O)CSc1nnc(SCC(=O)NCC(=O)OCC)s1	4	0	2%	-7	-18	-1	-6	-3.2	-0.8
CCc1noc(C)c1C(=O)N1CC(C)OC(C)C1 (centres undefined)	-1	2	4%	6	-14	-2	-18	-1.5	-1.2
CSc1cccc(NC(=O)CN(C)S(=O)(=O)c2ccccc2)c1	6	-2	1%	-25	10	3	11	-1.6	0.5
